E-sel inducer – induces E-selectin expression in human endothelial cells; AID 686992; 0.37% of 260,000 active; P16581; HUVEC E-selectin immunofluorescence imaging; normalized: neutral wells 0, TNF-alpha wells 100; activation, % at 7.58 µM;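 active means mean E-selectin-positive cell signal at least 10% of the positive control, reached in at least 60% of replicates, without over 20% cell loss; inconclusive means no rule given, readout overlaps actives, possibly toxicity-flagged; inactive means the rest, including those meeting only one limit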;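 further: in these data hits start at about 27%; measured in HUVEC primary endothelial cells; signal is the percent of cells scored E-selectin positive by PE staining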
Target sequence (P16581 whole entry, looked up): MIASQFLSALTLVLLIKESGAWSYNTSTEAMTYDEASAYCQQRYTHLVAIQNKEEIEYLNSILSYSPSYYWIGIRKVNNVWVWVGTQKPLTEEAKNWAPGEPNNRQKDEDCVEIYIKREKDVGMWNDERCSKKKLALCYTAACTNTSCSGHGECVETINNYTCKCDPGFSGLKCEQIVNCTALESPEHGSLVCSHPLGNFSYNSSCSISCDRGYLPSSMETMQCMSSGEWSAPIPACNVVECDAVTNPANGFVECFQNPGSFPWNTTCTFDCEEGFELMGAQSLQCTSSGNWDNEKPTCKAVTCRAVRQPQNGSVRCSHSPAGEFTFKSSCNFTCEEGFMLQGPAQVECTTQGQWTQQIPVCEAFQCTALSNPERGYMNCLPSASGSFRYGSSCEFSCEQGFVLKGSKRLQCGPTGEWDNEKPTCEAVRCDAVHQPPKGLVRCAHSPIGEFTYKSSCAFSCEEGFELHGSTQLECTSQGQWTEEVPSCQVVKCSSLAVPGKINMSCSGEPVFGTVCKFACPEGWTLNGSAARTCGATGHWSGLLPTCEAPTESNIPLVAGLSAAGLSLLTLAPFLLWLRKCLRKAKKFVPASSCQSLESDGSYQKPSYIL
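System: HUVEC, human umbilical vein endothelial cells; quantity: 3,000 cells/well; buffer or medium: EGM-2 medium, gelatin-coated wells; dosing: single-point compound dose; detection: immunofluorescence imaging; evaluation: % PE-positive cells; benchmarks: TNF-alpha, DMSO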
RAD52 inh – inhibitors of human RAD52 DNA annealing; recombinant RAD52 DNA annealing, FRET fluorescence; inhibition, % at 18.7 µM; 0.46% of 360,000 active;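 active means every replicate showing at least 50% inhibition; inconclusive means mean inhibition at least 50% but not in every replicate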
Target sequence (P43351 whole entry, looked up): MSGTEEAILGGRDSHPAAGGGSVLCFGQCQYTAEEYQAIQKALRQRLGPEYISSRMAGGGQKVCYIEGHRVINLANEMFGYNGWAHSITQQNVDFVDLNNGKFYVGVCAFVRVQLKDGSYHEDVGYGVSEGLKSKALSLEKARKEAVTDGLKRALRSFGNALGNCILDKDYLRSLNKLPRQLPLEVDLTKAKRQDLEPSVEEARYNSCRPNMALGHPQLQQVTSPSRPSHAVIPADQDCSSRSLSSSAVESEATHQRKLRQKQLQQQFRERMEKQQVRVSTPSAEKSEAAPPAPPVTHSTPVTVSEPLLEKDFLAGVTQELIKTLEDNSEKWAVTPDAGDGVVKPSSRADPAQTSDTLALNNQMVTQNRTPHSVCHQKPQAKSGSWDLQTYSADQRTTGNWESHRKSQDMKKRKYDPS
CFTR F508del cor – CFTR F508del correction in bronchial cells | CFBE cells, YFP halide quenching; stimulated with forskolin plus potentiator P3; % fluorescence drop versus neutral controls | activity (quench increase), % at 7.58 µM | 0.36% of 350,000 active | AID 720511;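 active means mean added fluorescence quench of at least 8% versus neutral control, with both replicates also reaching 8%; inconclusive means only one of the mean or replicate conditions met; inactive means mean below 8% and not both replicates reaching 8%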;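 further: cells transiently co-express mutant CFTR-F508del with the halide-sensitive YFP; corrector assay measuring rescue of mutant channel to the surface after 24 h compound exposure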
GSIS activator – GLuc luminescence reporter in INS-1E cells, primary screen for activators of glucose-dependent secretion of insulin; AID 743287; 0.61% of 370,000 active; INS-1E GLuc reporter insulin secretion, 2-3 h; activation, % at 16.6 µM;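 active means lowest replicate activation of at least 40%, so every replicate reaches that level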;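 further: 0% = median of neutral control wells and 100% = median of IBMX positive control wells; some compounds called inactive have numbers as strong as hits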
CASP6 VEID inh – caspase-6 (human) enzyme inhibition. inhibition, % at 12.5 µM. purified caspase-6, Z-VEID-R110 cleavage fluorescence. 0.53% of 350,000 active;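 active means mean inhibition across replicates at least about 35%, with every replicate also reaching that limit, limit read from the data; inconclusive means only one of the two criteria met; inactive means neither criterion met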;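 further: 0% = median of neutral control wells and 100% = no fluorescence left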
RAD54 branch – blocks human RAD54 Holliday junction branch migration | Q92698 | 0.14% of 360,000 active | FAM/BHQ fluorescence | AID 602329 | inhibition, % at 10.4 µM;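 active means mean normalized replicate activity at least 40 and at least half of replicates scoring 40 or more; inconclusive means only one of the two criteria met; inactive means mean below 40 and under half of replicates reaching 40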;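 further: 0% = median of neutral control wells and 100% = median of positive control wells; inhibitors cause a drop in the FAM fluorescence signal; in these data hits start at about 50%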
DENV2 CPE rescue – DENV2-induced cell death inhibition; DENV2-infected cells, cytopathic effect rescue, plate reader; CPE inhibition, % at 9.99 µM; 1.7% of 350,000 active; AID 651640; in the data active means CPE inhibition above about 20%, passing the limit was not always enough; inconclusive means no clear call, values can overlap the other calls; tested in BHK-21 cells;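 further: 0% = median of neutral control wells and 100% = median of positive control wells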
Xi reactivation – activators of X-chromosome reactivation in mouse fibroblasts | XiGFP mouse fibroblasts, % GFP-positive cells imaging, 3 d; cells co-treated with 5-aza-dC sensitizer; scaled so ellipticine positive control = 100% | activation, % at 7.58 µM | 0.055% of 360,000 active;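 active means mean normalized replicate activation at least 10% and every replicate at or above 10%; inconclusive means only one of the two criteria met; inactive means mean below 10% and not all replicates reach 10%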;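 further: 0% = median of on-plate neutral control wells and 100% = ellipticine 6 µM median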
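Material: XiGFP fibroblasts, SV40-immortalized; Buffer or medium: DMEM containing 5-aza-dC; Compound dosing: single point; Times: 3 days compound exposure.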
Numbers without * were called inactive; ? = inconclusive; . = no result given; & = joins results of further samples.

SMILES	E-sel inducer	RAD52 inh	CFTR F508del cor	GSIS activator	CASP6 VEID inh	RAD54 branch	DENV2 CPE rescue	Xi reactivation
C[C@@H]1CN([C@H](C)CO)C(=O)c2cccc(NS(=O)(=O)c3ccc(Cl)cc3)c2O[C@H]1CN(C)C(=O)Nc1ccc2c(c1)OCO2	9.4	-1	1.1	-9	5	-4	-15	-0.8
COC(=O)C1=CN(c2ccc(OC)cc2OC)C(N)=C(C#N)C1c1ccc(OC)cc1 (centres undefined)	1.0	-10	-3.8	7	-2	.	2	-0.1
C[C@H]1CN([C@@H](C)CO)C(=O)Cc2cc(NC(=O)C3CCCCC3)ccc2O[C@H]1CN(C)Cc1ccc(C(=O)Nc2ccccc2N)cc1	0.6	1	1.1	0	1	-10	?	0.0
CCN(C(=O)COC(=O)c1ccc(Cl)c(N)c1)C1CCS(=O)(=O)C1 (centres undefined)	.	-4	-1.7	10	2	1	-4	0.3
CC(C)C[C@H](NC(=O)C1(c2ccccc2)CCN(C(=O)[C@H]2CSCN2C(=O)OC(C)(C)C)CC1)C(=O)O	6.8	-10	1.3	-2	-4	-8	-12	0.2
CCn1c(CCCCc2n[nH]c(=S)n2CC)n[nH]c1=S	-1.9	-1	1.3	3	7	.	-3	-0.1
COc1ccc2sc(-c3ccc(N(C)C)cc3)c(-c3ccc4cc[nH]c4c3)c2c1	0.7	-25	-1.7	-4	1	10	1	-0.2
O=C(NCCc1ccccc1Cl)[C@@H]1CCCN1C(=O)[C@@H](NS(=O)(=O)c1ccc(F)cc1F)C1CCCCC1	-0.1	-2	1.9	.	-3	.	-3	0.0
CCCNC(=O)C[C@@H]1C[C@H]2c3cc(NC(=O)Nc4ccc(F)cc4)ccc3O[C@H]2[C@H](CO)O1	0.0	8	-2.6	12	1	-2	1	-0.1
CC(C)(C)OC(=O)N1CCC(CNC(=O)Nc2ccccc2)CC1	.	-15	-1.2	.	-6	1	4	0.0
CCN(Cc1ccc(OC)c(COC)c1)CC1CCCN(CCc2cccc(OC)c2)C1 (centres undefined)	.	-23	-0.8	-10	-10	3	25*	1.4
Cc1cc(Br)cn2c(Cc3ccsc3)c(-c3ccco3)nc12	3.4	-39	4.7	5	1	-13	8	0.1
CCNC(=O)C[C@H]1CC[C@H]2[C@H](COc3ccc(NC(=O)c4cccc(C(F)(F)F)c4)cc3C(=O)N2C)O1	0.0	.	-3.4	-7	.	0	?	0.1
CC(=O)Nc1c(-c2ccccc2)nc2cc(C)ccn12	.	-13	-1.6	24	-3	-2	13	0.1
COc1cccc(C#Cc2ccc3c(c2)O[C@H](CN(C)S(=O)(=O)c2ccccc2F)[C@H](C)CN([C@H](C)CO)S3(=O)=O)c1	0.1&-0.2	0&-12&-18	4.1&-0.5&0.1	3&5	-5&0&3	8&-5&1	?	-0.2&-1.1
CCn1c(=O)c2cc(C(=O)NCCN(C)C)sc2c2ccccc21	0.1	26	1.1	-4	.	53*	0	0.1
C[C@@H]1CN([C@@H](C)CO)C(=O)c2cc(NC(=O)Cc3ccccc3)ccc2O[C@@H](C)CCCCO[C@@H]1CN(C)C(=O)c1ccccc1	-0.2	0	-0.4	-28	0	4	3	-0.1
CS(=O)(=O)N1CCCC(C(=O)Nc2cccc(F)c2)C1 (centres undefined)	.	-4	1.1	27	1	-2	3	0.1
Cc1nc([N+](=O)[O-])c(C(=O)O)n1C	-0.8	-7	-0.7	-1	0	.	7	0.0
CCOc1ccc(S(=O)(=O)n2c(C)nc3ccccc32)cc1	0.2	-2	2.0	.	3	-5	8	0.0
CCOc1ccc(Cl)cc1C(c1c(C)[nH][nH]c1=O)c1c(C)[nH][nH]c1=O	.	-5	5.0	-14	1	8	8	0.0
Cc1ccc(C(=O)OC(C)CN2C(C)CCCC2C)cc1 (centres undefined)	2.9	-9	-0.6	3	-2	-6	-4	0.1
C[C@H](CO)N1C[C@H](C)[C@H](CN(C)C(=O)Cc2ccccc2)Oc2ncc(-c3ccccc3)cc2C1=O	-0.2	14	1.0	3	1	10	-4	-0.8
Brc1ccc(-c2noc3c2-c2nc(-c4ccccc4)sc2CC3)cc1	-0.1	-4	3.2	2	-2	1	129*	0.1
CCOCCCn1c(NN)nc2ccccc2c1=O	-0.1	-8	-1.7	19	-2	.	12	0.0

Copied from the list:
In CFTR F508del cor, `Cc1ccc(C(=O)OC(C)CN2C(C)CCCC2C)cc1` (centres undefined) shows -0.6
In E-sel inducer, `CCOc1ccc(S(=O)(=O)n2c(C)nc3ccccc32)cc1` shows 0.2
In RAD52 inh, `CCn1c(CCCCc2n[nH]c(=S)n2CC)n[nH]c1=S` shows -1

Next results
SMILES	E-sel inducer	RAD52 inh	CFTR F508del cor	GSIS activator	CASP6 VEID inh	RAD54 branch	DENV2 CPE rescue	Xi reactivation
CCOc1ccc(OCCC(=O)OC(C)C(=O)Nc2ccc(Cl)cn2)cc1 (centres undefined)	3.1	-13	-0.3	-18	5	-3	-4	0.2
O=C(NC1CCCCC1)c1ccc(NS(=O)(=O)c2cccc3cccnc23)cc1	2.2	-15	-2.7	-3	0	.	5	0.0
C[C@@H]1CN([C@@H](C)CO)C(=O)c2cccc(NC(=O)CCCCCC(=O)Nc3ccccc3N)c2O[C@H]1CN(C)S(C)(=O)=O	.	-1	0.3	4	-1	.	-6	-1.4
CCC(=O)N(C)C[C@H]1[C@H](c2ccc(C3=CCCCC3)cc2)[C@@H](CO)N1C(=O)CC	0.2	.	3.7	-10	.	1	-10	0.3
CCCS(=O)(=O)c1nc(S(=O)(=O)c2ccc(C)cc2)c(N2CCN(CC)CC2)s1	.	-1	-2.2	3	-2	.	6	0.0
CN(C(=O)c1ccc2nc(N)sc2c1)c1ccccc1	.	-16	-1.3	0	0	9	5	0.1
CCc1nc2c(OCCn3cccc3)cccn2c1N(C)C(=O)c1ccco1	-0.1	-36	1.0	5	0	18	-2	-0.1
COc1ccc(NC(=O)Nc2cccc3c2O[C@@H](CN(C)C(=O)NC(C)C)[C@@H](C)CN([C@@H](C)CO)C3=O)cc1	5.8	-7	-0.2	36	2	-3	38*	1.2
CCOC(=S)SCC(=O)Nc1ncc(C)s1	.	-8	3.1	21	-2	.	-5	0.1
CCCCN(C)CCNC(=O)CCNC(=O)Cn1ccc2ccccc2c1=O	.	-18	0.6	20	-1	.	5	0.0
CCOC(=O)c1cnc(-n2nc(C)cc2C)nc1NNc1nc(C)cc(C)n1	0.1	-9	1.2	1	1	-4	-3	0.2
O=C(COc1ccc2ccccc2c1)Nc1cccnc1Cl	.	16	0.2	10	-6	-3	7	0.3
CC(=O)N(CC(C)C)C[C@@H]1[C@H](c2ccc(C3=CCCC3)cc2)[C@H](CO)N1C(C)=O	0.0	-1	-2.0	1	1	.	-4	0.1
C[C@H](O)CNC(=O)c1[nH]cnc1C(=O)Nc1cccc(Cl)c1	0.0	-3	-3.8	.	0	-4	-8	0.1
CO[C@H]1CN(C)C(=O)c2cc(NS(=O)(=O)CC(F)(F)F)ccc2OC[C@H](C)N(Cc2ccccn2)C[C@H]1C	4.0	1	0.9	9	-1	-9	5	-0.1
COc1ccc(C(=O)CCC(=O)N2CCN(c3ccc(N4CCOCC4)nn3)CC2)cc1	.	-25	2.4	2	-3	-8	-4	-0.2
COC(=O)C1=C(C(=O)OC)[C@@H]2Nc3ccccc3[C@@]23C[C@@H](C(=O)OC)N(C(=O)NC2CCCCC2)C3=N1	-0.1	-4	2.9	.	3	.	.	-0.2
Nc1ccc2c(c1)C(=O)Cc1ccccc1S2	0.1	-10	.	-18	0	.	8	0.0
CN1c2ccc(C3=CCCCC3)cc2[C@@H]2[C@@H](CCN2C(=O)C2CC2)[C@@H]1CO	0.0	16	2.3	-14	0	.	6	0.0
O=C(Nc1nnc(-c2ccc3c(c2)OCCO3)o1)C1CCCCC1	1.7	2	-3.2	-4	3	.	.	0.0
CC(C)(Oc1ccc(CCNC(=O)c2ccc(-c3ccc(Cl)cc3)o2)cc1)C(=O)O	.	-7	-3.1	-18	13	-5	-1	0.1
C[C@@H]1CCCCO[C@@H](CN(C)C(=O)C2CCCCC2)[C@H](C)CN([C@@H](C)CO)C(=O)c2cc(NS(=O)(=O)c3cccs3)ccc2O1	-0.3	13	-4.2	-5	0	16	-2	0.3
O=C(Nc1cccc(C(=O)N2CCCCC2)c1)c1ccccc1Br	-0.4	1	1.4	-18	-2	9	4	-0.1
O=C1CSCC(=O)N1Cc1ccc(Cl)cc1Cl	0.2	-8	-0.5	-13	0	3	-2	0.0
CCSc1nnc(Cc2cc(=O)[nH]c(=O)[nH]2)n1-c1ccc(Cl)cc1	-1.0	-15	0.7	1	0	1	-11	0.0

Following part
SMILES	E-sel inducer	RAD52 inh	CFTR F508del cor	GSIS activator	CASP6 VEID inh	RAD54 branch	DENV2 CPE rescue	Xi reactivation
COc1cc(NC(=O)C2=C(C)OCCS2)c(Cl)cc1C(=O)NCCCN1CCCC(C)C1 (centres undefined)	-0.4	-9	-0.9	22	-41	14	-5	-0.1
O=C(CC(NC(=O)OCc1ccccc1)c1nn[nH]n1)OCc1ccccc1 (centres undefined)	0.2	-5	-0.3	9	-2	0	-2	0.1
CCc1nc2ccc(C(=O)NCc3ccccc3OC)cn2c1N(C)Cc1ccc(N(C)C)cc1	.	-101	6.9	.	-3	2	-4	-0.2
CCN1[C@@H]2c3ccc(-c4ccc(OC)cc4)c(=O)n3C[C@@H]2[C@@H](CO)[C@@H]1C(=O)N(C)C	0.2	.	0.5	-1	.	.	.	0.0
COc1ccc(C2CC(c3ccc4ccccc4c3OC(C)=O)=NN2C(C)=O)cc1 (centres undefined)	.	-18	?	-11	0	1	-11	0.1
Cc1sc(NC(=O)CCCCC(=O)Nc2sc(C)c(C)c2C(=O)O)c(C(=O)O)c1C	0.2	-8	-1.9	.	0	.	6	0.1
Cc1cc(-c2ccc(C)c(S(=O)(=O)NCCCN3CCCCCC3)c2)on1	.	-35	0.1	5	-34	-7	14	0.1
C=C(C)C(=O)N1CC2(CC(c3cccc(NC(=O)/C(C)=C\C)c3)=NO2)C[C@H]1C(N)=O (some centres undefined)	-0.4	-17	0.8	28	.	-2	5	0.0
CC(C)c1cc(Cn2c3ccccc3c(=O)n2C(C)Cn2cc(C3CC3)nn2)on1 (centres undefined)	-1.3	-2	-0.5	6	-4	.	5	.
CCN(CC)C(=O)C1=C(C)N(CCC2=CCCCC2)C(=O)C(CC(=O)NCCN2CCOCC2)C1 (centres undefined)	.	-16	0.7	.	0	1	0	-0.1
CO[C@H]1CN(C)C(=O)c2cc(NS(C)(=O)=O)ccc2OC[C@H](C)N(CC2CCCCC2)C[C@@H]1C	-0.2	19	-0.2	-14	.	1	2	0.0
C[C@@H]1CCCCO[C@@H](CN(C)CC2CCCCC2)[C@H](C)CN([C@H](C)CO)C(=O)c2cc(NS(=O)(=O)c3ccc(F)cc3)ccc2O1	0.0	15	1.8	-12	2	5	0	0.2
CCCOc1ccc(C2C(C(=O)c3ccc(C)o3)=C(O)C(=O)N2Cc2ccco2)cc1OCC (centres undefined)	0.1	5	-0.2	-21	7	2	12	0.0

Source: PubChem BioAssay
